GAA inhib: blocks human lysosomal alpha-glucosidase; purified human GAA, 4-MU-alpha-glucoside fluorescence; Potency, µM (highest dose often 76.9 µM), without a hit: at the top dose activity change, negative = inhibition, usual class: inhibitors; 200,000 compounds, 0.005% hits;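 also: plate controls were uninhibited enzyme wells for no effect and no-enzyme background for full effect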
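qHTS format, compound range up to 77 uM. Human lysosomal enzyme at 4 nM, 400 uM 4-MU glucoside substrate, pH 5.0, 20 min room temperature; fluorescence after alkaline stop gives activity normalized to controls.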
GoLoco inh red: inhibitors of human Gai1-RGS12 GoLoco interaction (red fluorophore) | P63096 | Gai1:RGS12 GoLoco peptide FP, rhodamine, 10 min | Potency, µM (series often up to 61.6 µM), inactives show at the top dose activity, negative = inhibition, actives largely listed as inhibitors | 230,000 compounds, 0.44% hits | AID 880; active = well fitted inhibition curve with a large enough effect, not every such curve was filed as active; inactive = no such curve, though single readings can be large or run the other way; also: nearly all actives have a fitted effect of over 30% in size; many of its hits are not listed in these tables
Target sequence (P63096 whole entry, looked up): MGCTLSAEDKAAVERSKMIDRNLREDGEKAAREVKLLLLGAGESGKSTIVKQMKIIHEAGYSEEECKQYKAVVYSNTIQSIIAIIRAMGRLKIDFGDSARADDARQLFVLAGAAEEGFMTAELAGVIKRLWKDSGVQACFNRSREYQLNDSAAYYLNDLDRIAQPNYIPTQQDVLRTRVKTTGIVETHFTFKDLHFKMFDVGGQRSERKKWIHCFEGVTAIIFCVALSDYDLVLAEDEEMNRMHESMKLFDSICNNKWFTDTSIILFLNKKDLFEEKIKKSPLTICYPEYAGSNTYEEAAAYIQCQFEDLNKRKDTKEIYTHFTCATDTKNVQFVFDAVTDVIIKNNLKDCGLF
TRb-SRC2 inh: inhibitors of human thyroid hormone receptor beta-SRC2 interaction; 280,000 compounds, 0.065% hits; Potency, µM (doses to about 106 µM), inactives show top-dose activity change, negative = inhibition, most hits filed as inhibitors; P10828; TRbeta-SRC2 peptide binding, fluorescence polarization; receptor liganded with 1 µM T3;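 also: plate controls were bound peptide for no effect and peptide without receptor for full effect; nearly all actives have a fitted effect of over 50% in size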
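Compounds were added to 0.6 uM TRb ligand-binding domain and 20 nM Texas Red-labeled SRC2 peptide in Tris buffer containing 1 uM T3, incubated 5 hr at ambient temperature, then read by fluorescence polarization.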
L3MBTL1 block: blocks human L3MBTL1; Q9Y468; AlphaScreen L3MBTL1–H3K9me1 peptide binding; Potency, µM (highest dose often 57.1 µM), without a hit: top-dose activity, negative = inhibition, hits mostly inhibitors; 230,000 compounds, 0.66% hits; AID 485360; also: nearly all actives have a fitted effect of over 60% in size
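AlphaScreen proximity signal between nickel-chelate acceptor and streptavidin donor beads (final 10 ug/mL) reports binding of 50 nM L3MBTL1 to 75 nM biotin-H3 K9me1 peptide; complex incubated with compounds 30 min at room temperature; cefsulodin titration as control.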
GAA spleen mod: inhibits or activates alpha-glucosidase in human spleen homogenate; human spleen homogenate, 4-MU-alpha-glucoside fluorescence; Potency, µM (top dose mostly 79.9 µM), for inactives: top-dose activity change, negative = inhibition, hits mostly inhibitors; 240,000 compounds, 0.006% hits; AID 2112;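 also: 0% = enzyme with vehicle and -100% = no enzyme basal signal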
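Compounds were titrated against alpha-glucosidase in spleen homogenate at pH 5.0, with 1 mM 4-methylumbelliferyl substrate for 40 min at 37 C. Reactions were quenched with pH 10 NaOH/glycine and fluorescence measured.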
RECQ1 helicase: blocks DNA unwinding by human RECQ1; P46063; RECQ1 DNA unwinding, red fluorescence kinetic read; Potency, µM (series often up to 57.3 µM), inactives show top-dose activity, negative = inhibition, hits mostly inhibitors; 240,000 compounds, 0.54% hits;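 also: plate controls were vehicle for no effect and no enzyme for full effect; nearly all actives have a fitted effect of over 30% in size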
Target sequence (P46063 whole entry, looked up): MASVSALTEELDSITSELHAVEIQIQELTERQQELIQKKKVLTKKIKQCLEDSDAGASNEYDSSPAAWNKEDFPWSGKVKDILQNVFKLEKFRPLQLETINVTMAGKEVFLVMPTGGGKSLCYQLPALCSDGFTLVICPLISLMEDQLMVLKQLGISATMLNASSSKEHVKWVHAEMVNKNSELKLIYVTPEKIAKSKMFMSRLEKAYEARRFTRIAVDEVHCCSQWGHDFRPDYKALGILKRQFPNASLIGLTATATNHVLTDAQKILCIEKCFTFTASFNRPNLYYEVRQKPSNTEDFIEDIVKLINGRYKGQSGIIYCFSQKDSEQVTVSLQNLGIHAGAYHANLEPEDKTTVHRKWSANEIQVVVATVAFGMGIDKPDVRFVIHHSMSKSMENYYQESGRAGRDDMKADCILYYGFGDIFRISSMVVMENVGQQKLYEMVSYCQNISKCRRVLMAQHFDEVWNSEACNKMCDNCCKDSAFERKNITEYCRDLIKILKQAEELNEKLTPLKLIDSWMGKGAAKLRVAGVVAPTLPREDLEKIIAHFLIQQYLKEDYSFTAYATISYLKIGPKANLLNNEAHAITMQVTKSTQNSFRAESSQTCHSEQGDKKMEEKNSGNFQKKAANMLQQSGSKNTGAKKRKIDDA
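RECQ1T1 50 nM; forked duplex (20 bp + 30-nt ss tails) 200 nM, ATP 2 mM final; pH 8.0, 2 mM MgCl2, 2.5 ug/ml poly(dI-dC); 15 min compound preincubation; discontinuous kinetic read over 2 h at RT.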
TexasRed fluor: alters Texas Red total fluorescence, flagging assay interference. TRb/SRC2 Texas Red total fluorescence interference. Potency, µM (doses to about 106 µM), for inactives: at the highest dose fluorescence change, negative = quenching. 280,000 compounds, 0.29% hits. AID 1479; active = well fitted curve in either direction with a large enough effect; inconclusive = small, poorly fitted or top-dose-only effect
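Flags fluorescent or light-absorbing compounds by total fluorescence, S + 2P, at 555 nm excitation and 632 nm emission. Mixture: 20 nM Texas Red SRC2 peptide, 0.6 uM human TRb LBD, 1 uM T3, 5% DMSO; compound exposure 5 h at ambient temperature.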
GAA glycogen mod: inhibitors or activators of human alpha-glucosidase glycogen cleavage. recombinant GAA, glycogen substrate, Amplex Red glucose oxidase fluorescence. P10253. AID 2100. 300,000 compounds, 0.38% hits. Potency, µM (doses to about 76.4 µM), for the others: at the top dose activity change, negative = inhibition, hits mostly inhibitors;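 also: 0% = full enzyme reaction and -100% = no-enzyme basal signal; the screen sought inhibitors and activators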
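Natural-substrate format: glycogen cleavage by 4 nM human enzyme, glucose read by Amplex Red coupling (Ex 573, Em 610 nm). Normalized to enzyme and no-enzyme controls.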
An asterisk follows results filed as active; i = inactive; u = inconclusive; x = not tested or not shown; [ ] = remark or other dose. Unless noted, calls follow the shape of the dose curve; as a rule, active = well fitted curve in the direction sought with a large enough effect; inconclusive = small, poorly fitted or top-dose-only effect, or another doubt; inactive = no such curve, though single readings can be large; an effect the other way counts as inactive or inconclusive. Unless noted, % is scaled to controls: 0 for no effect and ±100 for the full control effect; potency is read from the fitted curve at half-maximal effect.

SMILES | GAA inhib | GoLoco inh red | TRb-SRC2 inh | L3MBTL1 block | GAA spleen mod | RECQ1 helicase | TexasRed fluor | GAA glycogen mod
O=C(COC(=O)c1ccc(S(=O)(=O)N2CCOCC2)cc1)NC1CCCCCCC1 | 6% | 9% | -4% | 7% | 1% | i | -1% | -6%
O=C(NCc1ccccc1)c1noc2c1CCCC2 | -14% | 11% | -19% | x | -4% | -2% | -1% | 2%
Cc1ccc(Cl)cc1NC(=S)NCCCSC1CCCCC1 | -5% | -2% | -2% | x | -2% | i | -5% | 2%
CN(CCO)C(=O)C1CCN(c2ncc(C(F)(F)F)cc2Cl)CC1 | 6% | -5% | -1% | 1% | -1% | 2% | -2% | 12%
COc1ccc(N2C(=O)/C(=C/c3ccc([N+](=O)[O-])cc3)N=C2C)c(OC)c1 | -8% | 38%[activator] | -10% | -8% | x | -6% | 0% | -4%
C(=N\n1cnc2ccccc21)/c1cccnc1 | -6% | 10% | -7% | x | 4% | i | 1% | 0%
O=[N+]([O-])c1ccc(Cl)c(S(=O)(=O)N2CCCCCC2)c1 | 1% | -2% | -5% | -15% | -3% | -1% | -6% | 5%
C1CCc2nnnn2CC1 | x | 11% | 5% | x | 1% | -16% | -3% | x
CCOc1cc(C2c3c(n[nH]c3C)C(=O)N2c2ccc(Br)cc2)ccc1O (stereo unspecified) | 12% | 16% | -31% | -12% | -20% | -18% | 1% | -29%
CN1CCc2c(sc3c2C(=O)NC(c2cccs2)N3)C1 (stereo unspecified) | u | 31%[activator] | u | -3% | 6% | -23% | 45µM*[fluorescent] | u
Cn1ncc(C#N)c1/N=C/N1CCCCC1 | -9% | 13% | -5% | -5% | -3% | -5% | -5% | 3%
CC(OC(=O)c1ccc2c(=O)n3c(nc2c1)CCCCC3)C(=O)Nc1ccc(Cl)cn1 (stereo unspecified) | 1% | -10% | -2% | 3% | 0% | i | -2% | 10%
CC(=O)c1ccc(NC(=S)NC(=O)c2c(Cl)c(C)nn2C)cc1 | -2% | -10% | -4% | 8% | -6% | -5% | 2% | 10%
Cn1c(C(=O)NCCCN2CCCCCC2)cc2c(=O)n(C)c3ccccc3c21 | -3% | 8% | -5% | 11% | -23% | 11% | -2% | -12%
O=C(Nc1cc(S(=O)(=O)N2CCOCC2)ccc1Cl)c1cc(=O)c2ccccc2o1 | 3% | 0% | 2% | -17% | 2% | -3% | -3% | 4%
CC(C)C(=O)Nc1nnc(NC(=S)Nc2ccccc2)s1 | -8% | 3% | 0% | -1% | 1% | i | -5% | -20%
COc1ccc(NC2=NC(=S)N(c3cccc(C)c3)C23CCCCC3)cc1 | 2% | 4% | -2% | x | 1% | -9% | -1% | 9%
CCOCCOC(=O)c1ccc(-n2cncn2)nc1 | 1% | -46% | 2% | x | 0% | 5% | -2% | -2%
Cc1ccc(-c2cc(C(=O)N/N=C/C(Br)=C/c3ccccc3)n[nH]2)o1 | -9% | 5% | 4% | -9% | 0% | i | -2% | 5%
N/C(=N\OC(=O)Cc1ccccc1)c1ccc(Br)cc1 | 6% | -3% | -5% | 101%[activator] | 3% | -4% | 0% | -1%
CCCC(C)NC(=O)Cc1ccccc1[N+](=O)[O-] (stereo unspecified) | -4% | 1% | -6% | 13% | -4% | -11% | -2% | 0%
O=C(CCCn1c(=S)[nH]c2ccccc2c1=O)NCc1ccco1 | 2% | 9% | -8% | x | -5% | 3% | 2% | 7%
N#C/C(=C\c1ccc([N+](=O)[O-])o1)c1nc2ccccc2[nH]1 | 1% | 16% | 2% | -6% | -11% | -8% | 6% | 18%
C/C(=N\Nc1ccccn1)c1ccc(C(C)C)cc1 | -6% | 4% | -3% | -17% | x | i | 0% | u
COc1ccc(CN(C(=O)c2ccc(-c3ccccc3)[nH]2)C(C(=O)NC(C)(C)C)c2ccncc2)cc1 (stereo unspecified) | u | 81%[activator] | 1% | x | -1% | 5% | -1% | -20%
COC(=O)[C@@]1(Cc2ccccc2)[C@H]2c3cc(C(=O)N4CCCC4)n(CCc4ccccn4)c3C[C@H]2CN1C(=O)c1ccccc1 | x | -4% | 2% | x | 11% | -4% | 1% | x
CCOc1cc(CNc2ccc(O)cc2)cc(Br)c1OCc1ccccc1F | u | -23% | 32µM* | 16µM* | -9% | -15% | u | 9%
Cc1cccc(NC(=S)NC(=O)c2ccc(Br)o2)c1C | u | 1% | -3% | 3% | 4% | i | 2% | 14%
O=C(CCNS(=O)(=O)c1ccc(Cl)cc1)N1CCC2(O)CCCCC2C1 (stereo unspecified) | 0% | x | -26% | 25% | -3% | i | 1% | 1%
CCOC(=O)c1cnc(SCC#N)nc1N | x | -6% | -2% | x | -2% | -4% | -3% | 3%
Cc1ccc(N=CC2=C(O)CC(c3ccco3)CC2=O)cc1 (stereo unspecified) | -3% | 2% | -2% | -2% | 0% | i | 2% | 6%
CCCCn1c(=O)c(CCC(=O)O)nc2ccccc21 | 14% | -19% | -6% | x | -5% | 0% | -2% | 13%
Nc1c(Cl)ncnc1N/N=C/c1ccc2ccccc2n1 | -5% | 0% | 0% | u | 1% | -10% | -6% | -3%
CC(=O)NC(=O)c1nnn(Cc2ccccc2)c1NC(C)=O | 11% | -7% | -3% | 11% | -8% | -6% | -1% | 2%
Cc1ccc(CNC(=O)c2ccc(NS(=O)(=O)c3c(C)noc3C)cc2)cc1 | -4% | 7% | -5% | 1% | -5% | 7% | -3% | -19%
CCCCC1CCC(c2ccc(C(N)=O)cc2)CC1 (stereo unspecified) | 0% | -7% | -7% | 5% | -4% | 0% | 0% | 12%
CS(=O)(=O)N(CC(=O)NCCSC1CCCCC1)c1ccccc1 | u | 9% | -1% | -19% | -1% | -1% | -5% | 10%
CC(=O)C1C(=O)c2c(cccc2[N+](=O)[O-])C1=Nc1ccccc1C (stereo unspecified) | -11% | 9% | 10% | x | -4% | -5% | -3% | 2%
CCN1CCN(CCNC(=O)c2cn(C(C)c3ccccc3F)nn2)CC1 (stereo unspecified) | 1% | 0% | -6% | x | -1% | -17% | 3% | -2%
Cc1ccc(C(=O)c2oc3nc(C)cc(C)c3c2N)cc1 | -11% | -1% | 0% | 4% | 1% | 8% | -3% | -4%
Cc1cc(C)nc(Sc2c(C)nn(-c3ccccc3)c2C)n1 | 14% | -10% | -21% | 5% | -1% | 0% | -3% | -1%
Cc1ccnc(NC(=O)c2cccs2)c1 | 2% | -3% | 4% | 4% | 5% | 8% | 0% | 7%
Cc1nnc(C)n1N1C(=O)c2cccc3cccc(c23)C1=O | 10% | 9% | 7% | -4% | -7% | -16% | -3% | -3%
C/C(CCC(C)C)=N\NC(=S)NCc1ccccc1 | -4% | 5% | 1% | -10% | 5% | -4% | 0% | -29%
Cc1cc([N+](=O)[O-])cc([N+](=O)[O-])c1NCC(C)C | -1% | 10% | -1% | u | 5% | -10% | -5% | -7%
Cn1ncc(C(=O)N=S(C)(=O)c2ccccc2)c1[N+](=O)[O-] (stereo unspecified) | x | -99% | 5% | 13% | 3% | -5% | -2% | 3%
O=C(NCCCN1CCOCC1)c1ccc(CNS(=O)(=O)c2ccc(F)cc2)cc1 | -6% | -4% | -1% | -7% | -3% | -2% | 1% | -1%
COc1ccccc1CNC(=O)C1CC(=O)N(c2ccc(C)c(C)c2)C1 (stereo unspecified) | -5% | 0% | -3% | -2%[11.4 µM] | -16% | -1% | -1% | 3%
O=C(c1ccco1)N1CCCC(c2ccccc2)C1 (stereo unspecified) | -8% | 7% | -9% | -11%[11.4 µM] | -10% | i | 2% | -14%
O=C(NCc1ccc2[nH]c3c(c2c1)CCCC3)c1ccc(S(=O)(=O)N2CCOCC2)cc1 | -11% | 7% | 4% | -6% | 0% | -8% | -1% | -17%
c1ccc(Sc2ncnc3c2oc2ccccc23)cc1 | -3% | 8% | -20% | 28% | -9% | -2% | -2% | 4%
CC(C)(C)OC(=O)N1CCC(c2c(C(=O)O)cnn2-c2ccccc2)CC1 | 5% | -1% | -21% | 0% | -19% | -10% | 0% | 8%
COC(=O)c1ccc(OC)c(CSc2nnc(-c3ccc(C(C)(C)C)cc3)o2)c1 | -5% | -5% | 0% | x | 1% | -1% | -1% | -8%
C=C(C)COc1ccc(-c2[nH]ncc2Oc2cccc(OC)c2)c(O)c1 | -10% | 4% | 6% | -6% | -10% | -22% | 2% | -14%
CN(Cc1ccccc1)C(=O)COc1ccc(N(C)S(=O)(=O)c2ccc(F)cc2)cc1 | x | 3% | -1% | 8% | 5% | -15% | -1% | -7%
CCOC(=O)c1ccc2c(c1)nc(COc1ccccc1C#N)n2CC | 2% | 24% | 3% | x | -2% | -9% | -2% | -1%
CC(C)(C)NC(=O)COC(=O)c1ccccc1Nc1ccc(SC(F)F)cc1 | -12% | -15% | 0% | 29% | 2% | -13% | -2% | -10%
C/C(=N\NC(=S)NCC(C)(C)C)c1cc(F)cc(F)c1O | -3% | 17% | -4% | -26% | 1% | i | 2% | -15%
O=C(/C=C/c1ccccc1)NC(=S)Nc1ccccc1C(=O)NC1CCCCC1 | 7% | 6% | 3% | -2% | -10% | -4% | -1% | 2%

Pulled one by one from above, 5 records:
SMILES | GAA inhib | GoLoco inh red | TRb-SRC2 inh | L3MBTL1 block | GAA spleen mod | RECQ1 helicase | TexasRed fluor | GAA glycogen mod
C/C(=N\NC(=S)NCC(C)(C)C)c1cc(F)cc(F)c1O | -3% | 17% | -4% | -26% | 1% | i | 2% | -15%
O=C(COC(=O)c1ccc(S(=O)(=O)N2CCOCC2)cc1)NC1CCCCCCC1 | 6% | 9% | -4% | 7% | 1% | i | -1% | -6%
CCOC(=O)c1cnc(SCC#N)nc1N | x | -6% | -2% | x | -2% | -4% | -3% | 3%
COC(=O)c1ccc(OC)c(CSc2nnc(-c3ccc(C(C)(C)C)cc3)o2)c1 | -5% | -5% | 0% | x | 1% | -1% | -1% | -8%
CC(C)C(=O)Nc1nnc(NC(=S)Nc2ccccc2)s1 | -8% | 3% | 0% | -1% | 1% | i | -5% | -20%

High-throughput results: PubChem, National Center for Advancing Translational Sciences (NCATS)

This is a subset (hit frequency here may not be typical).
